# Assay outcomes: PubChem, several laboratories
# MsrA act – activators of bovine methionine sulfoxide reductase A. AID 602163. purified bovine MsrA, absorbance read-out. 0.3% of 360,000 active. activation, % at 10.6 µM; in the data active = activation above about 7.5%;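 note: 0% = vehicle and 100% = reference activator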
# E coli Lon inh – E. coli protease La inhibition; P0A9M0; purified E. coli Lon protease, fluorescence polarization; inhibition, % at 7.94 µM; 0.42% of 360,000 active; AID 602123; in the data active = inhibition above about 13%, passing the limit was not always enough;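 note: 0% = enzyme with probe and DMSO and 100% = no enzyme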
# Target sequence (P0A9M0 whole entry, looked up): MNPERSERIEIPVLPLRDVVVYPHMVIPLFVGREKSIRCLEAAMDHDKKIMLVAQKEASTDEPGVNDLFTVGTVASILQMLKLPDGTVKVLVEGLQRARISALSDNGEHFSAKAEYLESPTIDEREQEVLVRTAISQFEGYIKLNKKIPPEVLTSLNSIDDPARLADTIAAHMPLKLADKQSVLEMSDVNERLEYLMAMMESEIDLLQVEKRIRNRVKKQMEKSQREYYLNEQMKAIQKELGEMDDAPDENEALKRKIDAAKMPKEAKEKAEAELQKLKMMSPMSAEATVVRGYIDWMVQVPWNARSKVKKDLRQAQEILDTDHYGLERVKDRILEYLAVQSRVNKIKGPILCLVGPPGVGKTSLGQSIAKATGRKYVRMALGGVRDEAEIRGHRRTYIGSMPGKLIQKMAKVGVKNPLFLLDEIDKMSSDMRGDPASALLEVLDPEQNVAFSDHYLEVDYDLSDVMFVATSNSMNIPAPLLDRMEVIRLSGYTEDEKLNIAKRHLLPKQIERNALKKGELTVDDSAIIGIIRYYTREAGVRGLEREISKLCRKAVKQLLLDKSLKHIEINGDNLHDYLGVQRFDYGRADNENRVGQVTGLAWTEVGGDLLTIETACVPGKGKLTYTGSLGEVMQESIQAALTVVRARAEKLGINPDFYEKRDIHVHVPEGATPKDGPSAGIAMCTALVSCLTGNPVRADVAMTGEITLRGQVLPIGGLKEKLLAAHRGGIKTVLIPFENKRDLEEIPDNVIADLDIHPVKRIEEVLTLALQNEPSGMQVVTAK
# FAS TE block – FAS thioesterase (human) inhibition; inhibition, % at 15 µM; P49327; recombinant FAS-TE, OMFH fluorogenic substrate, fluorescence endpoint; 0.67% of 360,000 active;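 active = compounds whose normalised, plate-corrected inhibition of enzyme fluorescence in the single-dose primary screen is 50% or more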;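 note: 0% = DMSO with enzyme and 100% = substrate without enzyme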
# PABP1 MLLE inh – inhibitors of microRNA-mediated deadenylation, human PABP1 MLLE binding | P11940 | GST-MLLE / FITC-PAM2 fluorescence polarization | inhibition, % at 20 µM | 0.36% of 360,000 active; in the data active = inhibition above about 35%, passing the limit was not always enough;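 note: plate controls were DMSO wells with GST-MLLE for no effect and wells lacking GST-MLLE protein for full effect; some results filed as inactive read as strong as hits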
# Neddylation inh – cullin neddylation inhibition; P61081+Q13564; TR-FRET cullin neddylation, biochemical; calls only at 25 µM; 0.58% of 360,000 active; AID 651699; in the data active = inhibition above about 36%
# MT1-MMP act inh – inhibitors of human MT1-MMP activation. P50281. HT1080 RFP-PRO-GFP cells, GFP/RFP ratio fluorescence, overnight; percent of plate control window, DMSO zero. GFP/RFP ratio change, % at 20 µM. 0.061% of 360,000 active;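 active = GFP/RFP ratio change of at least 30% with cell ATP level not reduced by more than half and red fluorescence within 50% of control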; note: strong numbers were not always called active
#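 Assay system: HT1080 RFP-PRO-GFP cells. Benchmarks: DMSO vehicle wells and RFP-L50D-GFP reporter cell wells. Times: overnight cell settling, then overnight compound exposure, 37 °C, 5% CO2. Compound: 20 µM single dose, 1% DMSO. Read-out basis: GFP/RFP fluorescence ratio.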
# CendR NRP1 mod – modulators of CendR peptide binding to human neuropilin-1; O14786; FAM-RPARPAR peptide binding to NRP-1, fluorescence polarization; 0.85% of 360,000 active; inhibition, % at 25 µM;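 active = inhibition or corrected inhibition above about 18%, plus a signal ratio from 0.5 to 1.5, limit read from the data, passing the limit was not always enough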; note: strong numbers were not always called active
# Rin1-Abl PPI inh – inhibitors of human Rin1-Abl protein interaction | TR-FRET Rin1/Abl binding, biochemical | inhibition, % at 7.35 µM | 0.4% of 360,000 active; in the data active = inhibition above about 5%, passing the limit was not always enough
# SKN-1 inh – blocks SKN-1 activity in C. elegans; C. elegans VP596 Pgst-4::GFP/RFP ratio, acrylamide-induced, 24 h; inhibition, % at 21.8 µM; 0.49% of 360,000 active; AID 624304;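 active = interference check ratio from 0.5 to 1.5 plus GFP to RFP signal ratio inhibition reaching or exceeding a fixed threshold, cut at about 30% in these data, passing the limit was not always enough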; note: some compounds called inactive have numbers as strong as hits
# * = called active by the depositor; i = inactive; x = no result given; + = active, no number.
SMILES,MsrA act,E coli Lon inh,FAS TE block,PABP1 MLLE inh,Neddylation inh,MT1-MMP act inh,CendR NRP1 mod,Rin1-Abl PPI inh,SKN-1 inh
C/C(=N\N=C1/NC(=O)C(C)S1)c1ccco1 (configuration not stated),-3,2,-6,-10,i,-1,-7,0,12
CCOc1ccc(-n2c(=O)c3ccccc3c3ccccc3c2=O)cc1,-4,5,14,-13,i,-3,-1,-3,-15
CCCCNC(=O)CCC(=O)Nc1ccc2nc(N3CCOCC3)cc(C)c2c1,3,-3,-8,1,x,7,5,-5,6
CN(C)c1nc(-c2cn(CCC#N)c3ccccc23)cs1,-1,16,5,49*,i,21,14,2,-3
CCOC(=O)N1CCN(C2CC(=O)N(c3ccc(F)cc3)C2=O)CC1 (configuration not stated),-4,-9,-8,-13,i,-2,-1,1,-8
COc1ccc2cc3cc(C(=O)NC4CC4)sc3nc2c1,-4,6,-2,7,x,5,0,-6,6
O=C(N/N=C/c1c(F)cccc1Cl)C1CC1,-3,0,-3,2,i,2,-11,2,19
Cc1cc(C)n2nc(Cc3ccccc3)nc2n1,-4,5,-13,0,i,-1,-6,2,-22
Cc1cc(Cl)nc(-c2ccccc2)n1,-4,-8,-4,-12,i,1,6,1,-3
Cn1c(=O)c([N+](=O)[O-])c(NCCc2ccccc2)c2ccccc21,-12,11,16,-21,i,-4,-12,-3,-1
COc1ccc(NC(=O)CN2CCN(C(=O)N3CCOCC3)CC2)cc1,-12,-4,-3,0,i,-1,1,3,-13
Cc1ccc(S(=O)(=O)Nc2cc(C)on2)cc1,-2,13,-1,8,i,-2,-7,0,-7
N#CC1(NC(=O)CN2C(=O)NC(Cc3c[nH]c4ccccc34)C2=O)CCCCC1 (configuration not stated),0,0,-5,-1,i,1,-8,0,6
CCC(=O)N1CCC1(C)C(=O)Nc1cccc(OC)c1 (configuration not stated),-1,-12,-3,-2,i,-1,-7,2,9
CC1=C(C(=O)N2CCCCCC2)CC(CC(=O)NCC2CCCCC2)C(=O)N1CCCN1CCCC1=O (configuration not stated),6,1,-3,x,i,11,-7,x,-3
CC1CCc2sc(NC(=O)c3ccc(N4C(=O)CCC4=O)cc3)c(C(N)=O)c2C1 (configuration not stated),-2,-6,5,-5,+,4,3,1,5
CCOC(=O)[C@@H]1[C@H]2COc3cc(OC)ccc3[C@H]2N2C(=O)N(c3cccc(F)c3)C(=O)[C@]12C,-7,3,22,5,i,-4,5,-1,-9
C=CS(=O)(=O)N(Cc1ccccc1Br)[C@H](CO)Cc1ccccc1,-3,0,-3,-4,i,-11,-6,4,3
Nc1c(S(=O)(=O)c2ccccc2)nnn1-c1ccccc1,-1,3,-3,-8,i,1,1,4,-13
COc1cc(CN2CCNC(=O)C2CC(=O)NC2CCC2)cc(OC)c1 (configuration not stated),-2,-2,-5,-6,i,1,0,4,19
O=C(NC1CCCC1)C1CCCN(C(=O)Nc2ccccc2)C1 (configuration not stated),-4,-4,-4,-4,i,1,1,6,0
COc1cc2c(cc1OC)CN(C(=O)c1sccc1C)CC2,-2,-1,-5,2,i,0,8,2,7
COc1cccc(CNC(=O)C(=O)NCCc2ccc(OC)c(OC)c2)c1,3,10,-10,-3,i,-4,3,-1,6
O=C(NCCN1CCCC1)c1ccc(Cn2c(=S)[nH]c3cc4c(cc3c2=O)OCO4)cc1,-1,-4,-6,-64,i,-3,-18,2,20
CCc1ccc2c(c1)c1nnc(NN)nc1n2C,-7,7,-10,-18,i,4,9,-7,9
Cc1ccc(S(=O)(=O)N2CCN(Cc3ccccn3)CC2)cc1,-2,4,-5,-2,i,5,6,6,1
COCCN=C1N[C@@H](c2cccc(C(F)(F)F)c2)C(C(=O)OC)=C(C)N1Cc1ccccc1,-2,2,-9,-106,i,2,3,-5,3
COc1ccc(S(=O)(=O)N2CCN(C(=S)Nc3ccc(S(N)(=O)=O)cc3)CC2)cc1,-1,-10,-2,-95,i,3,2,-2,-5
CCOc1ccc(NS(=O)(=O)c2cc(C(=O)N(CC)CC(=O)NCc3cccs3)ccc2C)cc1,-1,-2,14,2,i,-1,-2,4,23
COCCn1c(SCC(=O)c2ccccc2)nc2c(c1=O)SC(C)C2 (configuration not stated),-1,-3,5,37,i,5,0,1,13
CCOc1ccccc1NC(=O)CSc1nc2ccccc2c(=O)n1CC1CCCO1 (configuration not stated),-2,0,12,11,i,-4,-1,-1,18
CC1CCN(S(=O)(=O)c2ccc3c(c2)C(=NO)c2cc(S(=O)(=O)N4CCC(C)CC4)ccc2-3)CC1,-1,-1,-244,0,+,0,-14,-2,-23
Cc1ccc2c(c1)C(=O)C(=O)N2CCOc1ccccc1,-10,6,-1,0,i,-1,9,-6,-9
COc1ccc(-c2nc(=S)n3ccsc3n2)cc1OC,-2,-6,-4,11,i,5,-6,-4,10
CC(=O)Nc1ccc(S(=O)(=O)NC2(C(F)(F)F)N=C(c3ccccc3)NC2=O)cc1 (configuration not stated),-10,-6,-10,7,i,7,8,-3,-12
C=CCN(C(=O)c1ccc(Cl)cc1)c1ccccc1C(=O)NCC(=O)O,-3,-2,-6,6,i,-1,3,-2,1
COc1ccc(-c2cc(=O)c3c(O)cc(O)cc3o2)cc1,-1,-4,8,2,i,-12,-10,-3,4
O=C(Cn1ncc(Cl)c(Cl)c1=O)NC1CCCCC1,-2,-19,5,-6,i,0,9,-3,7
COc1ccc2[nH]c3c(c2c1)CCN1C(=O)C(CC(=O)NCc2ccco2)C[C@H](C(=O)N2CCOCC2)[C@@]31C (some centres not stated),-6,-7,-3,0,i,2,4,3,7
Cc1nc(N2CCN(Cc3ccccc3)CC2)nc2c1CCC2,-10,-2,-4,0,i,0,5,4,1
CS(=O)(=O)N(CC(=O)NCc1ccccc1)C1CCCCC1,0,-10,-3,4,i,-3,0,2,8
COCCN=C1N[C@@H](c2ccc(Br)cc2)C(C(=O)OC)=C(C)N1Cc1ccccc1,-7,9,-5,-79,i,-3,8,0,2
Cc1cc(C)cc(NC(=O)CSc2nc3c(oc4ccccc43)c(=O)n2-c2ccccc2)c1,-1,-7,22,8,i,-2,-7,-2,-7
CC(=O)c1cc2c(cc1NC(=O)CSc1nnc(C3CC3)n1C)OCO2,-2,-5,-13,-6,i,4,-6,0,17
C=CCn1c(CCSCc2ccccc2)n[nH]c1=S,-1,-4,-2,-18,i,1,3,-6,-11
CCn1c(=O)cc(OCC(=O)Nc2ccc(C)cn2)c2ccccc21,-2,-2,4,3,i,16,-22,-1,-6
CC(C)n1nccc1NC(=O)COC(=O)c1ccc(NC(N)=O)cc1,-5,-12,-2,2,i,-3,24*,2,4
CC(C)(C)n1nnnc1C(c1cccs1)N1CCN(Cc2ccccc2)CC1 (configuration not stated),-4,-10,-4,9,i,0,-3,1,5
c1coc(C2OCC3(CO2)COC(c2ccco2)OC3)c1 (configuration not stated),-2,-4,-3,-3,i,-1,7,0,-2
COc1ccc(-c2[nH]ncc2[C@@H]2C[C@H]3CN(Cc4ccccc4C)C(=O)[C@]34CCCN24)cc1,-3,-1,8,16,i,-11,14,1,-5
CC(C)CNC(=O)NC(=O)COC(=O)C1CSC2(c3ccc(F)cc3)CCC(=O)N12 (configuration not stated),-9,12,-9,-2,i,-2,-2,3,-1
O=C1CCc2cc(NS(=O)(=O)c3ccc([N+](=O)[O-])cc3)cc3c2N1CCC3,-1,1,7,11,i,-1,10,-3,10
O=C(CN1CCCCC1)Nc1ccc(NC(=O)c2ccc(Cl)cc2)cc1Cl,-10,-13,-1,-2,x,-1,2,2,-20
COc1ccc2[nH]c(=O)c(CN(CCO)S(=O)(=O)c3ccc(C)cc3)cc2c1,-5,-1,-2,3,i,0,4,-1,3
CN=Cc1sc2ccccc2c1O,-2,0,-6,34,i,-1,-4,-5,5
COc1ccccc1NC(=O)CSc1nc2[nH]ncc2c(=O)[nH]1,2,3,-10,5,i,-1,-1,1,-4
COc1ccc([N+](=O)[O-])cc1NC(=O)C(C)Sc1ccccc1 (configuration not stated),-3,-2,36,-11,i,-2,6,2,9
S=C(Nc1ccc(Cl)cc1)NC1CC2CCCC(C1)N2C1CC1 (configuration not stated),-4,-3,-2,-2,i,-4,4,1,-6
CC(C)(C)OC(=O)CC[C@@H](C(=O)N1CCN(C(=O)OC(C)(C)C)CC1)n1cc(C(Cc2ccc(O)cc2)NC(=O)OC(C)(C)C)nn1 (some centres not stated),0,11,-4,8,i,1,11,-3,-3
COc1ccc(S(=O)(=O)N(C)Cc2ccc3c(c2)OCCO3)cc1,-2,0,23,8,i,0,9,1,20

# An excerpt from above in order of molecular weight, high to low:
SMILES,MsrA act,E coli Lon inh,FAS TE block,PABP1 MLLE inh,Neddylation inh,MT1-MMP act inh,CendR NRP1 mod,Rin1-Abl PPI inh,SKN-1 inh
CCOC(=O)[C@@H]1[C@H]2COc3cc(OC)ccc3[C@H]2N2C(=O)N(c3cccc(F)c3)C(=O)[C@]12C,-7,3,22,5,i,-4,5,-1,-9
CC(=O)c1cc2c(cc1NC(=O)CSc1nnc(C3CC3)n1C)OCO2,-2,-5,-13,-6,i,4,-6,0,17
COc1ccc(-c2nc(=S)n3ccsc3n2)cc1OC,-2,-6,-4,11,i,5,-6,-4,10

# (cont.)
SMILES,MsrA act,E coli Lon inh,FAS TE block,PABP1 MLLE inh,Neddylation inh,MT1-MMP act inh,CendR NRP1 mod,Rin1-Abl PPI inh,SKN-1 inh
O=C1NCCN(CC2CCN(CCC3CCCC3)CC2)C1=O,-3,-8,-10,8,i,4,4,-4,9
CCCN(CCC)CC(=O)NCC1(c2ccccc2)CCOCC1,-11,-7,0,-14,i,-7,2,5,-29
COC(=O)c1cc(C(C)=O)n2ccccc12,-5,-6,-6,12,i,-2,-15,-2,14
O=C(c1cc(-c2ccccc2Cl)nc2ccc(Br)cc12)N1CCN(c2ccccn2)CC1,-1,-6,27,4,i,-9,-4,-12,-2
O=C(CSCc1ccccc1Br)Nc1ccccc1,-2,3,7,-1,i,-3,-3,-4,7
CC(O)(CS(=O)(=O)Cc1ccccc1Cl)C(=O)Nc1cccc(C(F)(F)F)c1 (configuration not stated),-3,7,4,4,i,1,0,-3,17
CCn1c(SCC(=O)NC2=NCCS2)nnc1C(C)NC(=O)c1ccccc1F (configuration not stated),-7,4,-5,13,i,-3,-74,-2,8
CN=c1scc(-c2ccccc2F)n1/N=C/c1ccc[nH]1,-4,-36,-2,-54,i,-3,-128,6,30
CC(C)Cc1cc(C(=O)NCc2cccnc2)no1,1,2,-3,1,i,1,9,-1,6
COc1ccc(CNC(=O)c2cc(-c3cc(C)cc(C)c3O)n[nH]2)cc1,-3,1,1,-3,i,5,3,-2,3
Cc1ccc(C2C3CN(C(C)C)CC=C3C(C#N)=C(N)C2(C#N)C#N)cc1 (configuration not stated),-3,36*,-28,151,x,-200,142,-1,14
COc1ccc(-n2c(=O)c(CCC(=O)NCCc3ccccc3F)nc3ccccc32)cc1,-4,-8,10,8,i,12,-14,0,17
CCCCN1C(=O)N(C)C2NC(=S)NC21 (configuration not stated),-6,-1,-1,-144,i,-4,0,0,8

# Complete entries, looked up by structure.
# Shown for O=C(NCCN1CCCC1)c1ccc(Cn2c(=S)[nH]c3cc4c(cc3c2=O)OCO4)cc1 : MsrA act: -1; E coli Lon inh: -4; FAS TE block: -6; PABP1 MLLE inh: -64; Neddylation inh: i; MT1-MMP act inh: -3; CendR NRP1 mod: -18; Rin1-Abl PPI inh: 2; SKN-1 inh: 20
# Shown for CCOc1ccccc1NC(=O)CSc1nc2ccccc2c(=O)n1CC1CCCO1 (configuration not stated) : MsrA act: -2; E coli Lon inh: 0; FAS TE block: 12; PABP1 MLLE inh: 11; Neddylation inh: i; MT1-MMP act inh: -4; CendR NRP1 mod: -1; Rin1-Abl PPI inh: -1; SKN-1 inh: 18
